Screening results (PubChem)
A-T KAP1 phos – candidate therapy for ataxia-telangiectasia. hit rate 0.19% among 320,000. […] A-T fibroblasts, KAP-1 phosphorylation AlphaLISA; neocarzinostatin DNA damage 30 min before lysis. Potency, µM (titrated, usually from 57.5 µM), for inactives: at the highest dose activation, most hits filed as activators; note: potency is the fitted concentration of half-maximal effect; % of control where 0% means no effect; nearly all actives have a fitted effect of over 45% in size
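hTERT-immortalized A-T patient fibroblasts ([…]), 500 cells/well in OPTI-MEM, 1% FBS, got compounds for 60 min, then NCS for 30 min at 37C. Lysates were then assayed for phospho-KAP-1 by AlphaLISA (anti-pKAP1 donor, anti-KAP1 acceptor beads), 6 hr at 25C.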
USP2a block – inhibitors of human ubiquitin-specific protease USP2a; O75604; Potency, µM (highest dose often 38.3 µM), for inactives: top-dose activity change, negative = inhibition, usual class: inhibitors; USP2 core, Ub-CHOP2 coupled fluorogenic reporter, 485/531; hit rate 0.01% among 330,000;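 note: potency is the fitted concentration of half-maximal effect; plate controls were DMSO wells for no effect and full inhibition by NEM control for full effect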
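Cell-free coupled assay: 10nM USP2 core preincubated 30min RT with compound in Tris-HCl pH 8.0/CaCl2/CHAPS buffer, then 25nM Ub-CHOP2 and 25nM reporter substrate; fluorescence (Ex 485/Em 531) read after 60min RT, normalized to NEM inhibition, concentration-response curves fitted.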
KCNH2 WT inh – blocks the wildtype human KCNH2 potassium channel; Q12809; U2OS, BacMam KCNH2, thallium flux FluxOr; stronger effect = lower value; activity change, % at 1.84 µM; hit rate 0.37% among 340,000;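 active = maximum activity change below -70%; inconclusive = maximum activity change between -70% and -50%; inactive = maximum activity change above -50%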; note: % is set by controls: 0 for no effect and ±100 for the full control effect
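U2OS cells transduced with wild-type KCNH2 virus are loaded with FluxOr dye for 45 min, and thallium flux is measured in kinetic reads before and after stimulation buffer. Rate constants are normalized to DMSO controls.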
TRPV1 agonist – human TRPV1 agonism; TRPV1-expressing cells, Fluo-8 calcium influx, agonist mode; activation, % at 8.33 µM; Q8NER1; hit rate 0.19% among 320,000; in the data active = activation above about 80%; inconclusive = between about 30% and that limit; note: 0% is about no effect
Target sequence (Q8NER1 whole entry, looked up): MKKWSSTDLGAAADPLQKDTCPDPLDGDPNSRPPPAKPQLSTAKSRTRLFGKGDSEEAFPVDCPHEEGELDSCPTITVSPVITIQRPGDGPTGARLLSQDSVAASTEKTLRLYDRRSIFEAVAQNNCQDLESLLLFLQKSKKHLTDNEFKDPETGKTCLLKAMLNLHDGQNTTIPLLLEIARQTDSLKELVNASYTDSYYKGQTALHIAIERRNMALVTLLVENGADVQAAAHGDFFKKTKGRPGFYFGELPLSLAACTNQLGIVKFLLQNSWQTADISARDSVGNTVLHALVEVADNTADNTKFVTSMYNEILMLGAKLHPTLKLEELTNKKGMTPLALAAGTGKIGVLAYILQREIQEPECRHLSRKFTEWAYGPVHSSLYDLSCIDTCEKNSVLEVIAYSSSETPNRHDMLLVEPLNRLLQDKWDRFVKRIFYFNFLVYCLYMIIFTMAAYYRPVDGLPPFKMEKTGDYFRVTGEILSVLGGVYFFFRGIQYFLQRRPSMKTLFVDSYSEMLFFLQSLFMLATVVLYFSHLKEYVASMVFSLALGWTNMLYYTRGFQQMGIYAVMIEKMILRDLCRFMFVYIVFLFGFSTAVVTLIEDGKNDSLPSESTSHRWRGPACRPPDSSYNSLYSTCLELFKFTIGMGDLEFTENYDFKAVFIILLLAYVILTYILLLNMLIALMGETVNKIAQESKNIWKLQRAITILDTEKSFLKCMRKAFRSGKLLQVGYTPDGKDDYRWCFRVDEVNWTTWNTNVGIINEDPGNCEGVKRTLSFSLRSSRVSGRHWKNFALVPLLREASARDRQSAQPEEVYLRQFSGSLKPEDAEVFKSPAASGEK
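TRPV1-expressing cells were cultured overnight at 35.5C and loaded with Fluo-8 calcium dye for 40 to 90 min at room temperature. After a 10 s baseline, compound was added and calcium influx was read kinetically for 3 min (ex 480/em 520 nm).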
TSHR antag – human thyrotropin receptor antagonism; P16473; TSHR-expressing cells, TSH-stimulated cAMP HTRF, 2 h; stronger effect = lower value; activity change, negative = inhibition, % at 11.5 µM; hit rate 0.2% among 330,000;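 active = activity change below a set negative limit, meaning inhibition stronger than a set level, cut at about -70% in these data; inconclusive = activity change between two set negative limits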; note: % is set by controls: 0 for no effect and ±100 for the full control effect
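Freshly harvested TSHR cells receive pin-tooled compound, then EC80 TSH at 4nM final. After 2 hours at 37 deg C, antibody in lysis buffer and cAMP-d2 are added; 30 minutes at ambient temperature precede the HTRF read.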
TCR activator – activates T cell receptor signaling | primary human leukocytes, anti-CD3, IL-2 HTRF, 48 h | Potency, µM (highest dose often 9.22 µM), for inactives: top-dose activation of IL-2 secretion, most hits filed as activators | 330,000 tested, under 10 active; note: % of control where 0% means no effect
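TCR engagement came from a-CD3 beads alone, with compounds added to primary human leukocytes for 48 hr. Secreted IL-2 bridged europium cryptate- and d2-labelled anti-IL-2 antibodies, giving FRET emission at 665nm after 320nm excitation.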
ELG1 repair inh – inhibitors of ELG1-dependent DNA repair in HEK293T cells; HEK293T ELG1-luciferase reporter, luminescence, 16 h; DNA damage induced by 5-fluorouridine; AID 504467; hit rate 2.3% among 330,000; Potency, µM (titrated, usually from 46.1 µM), without a hit: top-dose activity change, negative = inhibition, most hits filed as inhibitors; note: potency is the fitted concentration of half-maximal effect; % is set by controls: 0 for no effect and ±100 for the full control effect; nearly all actives have a fitted effect of over 55% in size
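HEK293T cells expressing luciferase-tagged ELG1 (2,000/well) received 5-Fluorouridine plus compound or DMSO for 16 hr at 37 °C. Luciferase was read by ONE-Glo luminescence after 30 min at room temperature.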
Eya2 phos inh – blocks the phosphatase activity of human Eya2; O00167; recombinant Eya2, OMFP fluorescence dephosphorylation (OMFP is methylfluorescein phosphate); Potency, µM (series often up to 76.9 µM), for the others: top-dose activity, negative = inhibition, most hits filed as inhibitors; hit rate 0.006% among 330,000; note: potency is the fitted concentration of half-maximal effect; % is set by controls: 0 for no effect and ±100 for the full control effect
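Eya2 (0.2 uM) preincubated 10 min at ambient with compound, then OMFP substrate added at 50 uM; 10 min reaction in 50 mM HEPES pH 7.5, 50 mM NaCl, 5 uM MgCl2, 0.05% BSA, 1 mM DTT. Fluorescence read at Ex 485/Em 525 nm.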
KCNH2 3.1 inh – inhibitors of human KCNH2 3.1 potassium channel isoform | activity change, % (tested at about 1.8 µM) | U2OS KCNH2 3.1, thallium flux FluxOr; stronger effect = lower value | hit rate 0.95% among 340,000;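 active = maximum activity change below -70%; inconclusive = maximum activity change from -70% to -50%; inactive = maximum activity change above -50%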;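 note: thallium influx rate constant from kinetic fluorescence after stimulation buffer; % is set by controls: 0 for no effect and ±100 for the full control effect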
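Virally transduced U2OS (3.1 isoform, 4 h infection in dark at RT) → overnight 37 C → FluxOr + Red40 in HBSS/HEPES, 45 min → stimulation buffer, 2 min kinetic read → rate constant vs DMSO controls.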
Mito fusion yeast – inhibitors of mitochondrial division or activators of mitochondrial fusion | S. cerevisiae fusion-defective mutant growth rescue, CellTiterGlo 48 h | hit rate 0.23% among 320,000 | Potency, µM (doses to about 46.1 µM), for the others: at the top dose growth rescue (activation), actives largely listed as activators | AID 485298;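 note: potency is the fitted concentration of half-maximal effect; % of control where 0% means no effect; nearly all actives have a fitted effect of over 45% in size; temperature-sensitive fusion mutants such as fzo1-1 at 37 °C on non-fermentable ethanol glycerol medium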
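Temperature-sensitive fusion-defective S. cerevisiae (e.g. fzo1-1, mgm1-5) were grown with compound in YPEG medium (3% ethanol, 3% glycerol) for 48 hours at 37C. Growth rescue was measured as viability by CellTiterGlo luminescence after 10 minutes at ambient.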
Starred values were filed as active, the others as inactive; ? = inconclusive; nt = no result given; [ ] = another dose, or the depositor's remark. Unless noted, calls come from the whole dose curve; as a rule, active = well fitted curve in the direction sought with a large enough effect; inconclusive = small, poorly fitted or top-dose-only effect, or another doubt; inactive = no such curve, though single readings can be large; an effect the other way counts as inactive or inconclusive. These rows are one share of the data. The share of hits here may be higher or lower than overall.

SMILES	A-T KAP1 phos	USP2a block	KCNH2 WT inh	TRPV1 agonist	TSHR antag	TCR activator	ELG1 repair inh	Eya2 phos inh	KCNH2 3.1 inh	Mito fusion yeast
Cc1cccc(Cc2nnc(CCC(=O)N3CCCCC3c3nccs3)o2)c1 (configuration not stated)	13%	-2%	10	5	-6	-3%	?	5%	37	1%
COc1ccc2[nH]c(=O)c(CN(CC3CCCO3)C(=O)Nc3ccc(F)cc3)cc2c1 (configuration not stated)	13%	-1%	0	24	-27	-8%	7.3µM*	-11%	1	5%
O=c1oc2c(-c3cccc(F)c3)cc(O)cc2s1	3%	5%	-6	0	8	-6%	-5%	6%	-3	-2%
O=C(N/N=C/c1ccc(O)cc1)NC12CC3CC(CC(C3)C1)C2	-6%	0%	-6	2	-12	-2%	-9%	22%	-24	2%
CCOC(=O)c1sc(N(Cc2ccccc2)C(=O)CSc2nnc(C3CC3)n2N)nc1C	10%	-2%	-8	4	-10	-1%	?	-2%	-2	13%
Cc1ccc(S(=O)(=O)N(C)C)cc1NC(=O)COC(=O)Cc1ccsc1	-2%	1%	4	-2	-3	-3%	8%	-22%	-8	-5%
CCSc1nnc(NC(=O)c2ccc(C)cc2)s1	3%	0%	7	?	-17	7%	?	-1%	-1	4%
CCc1nc(OCc2ccccc2)c2sc3nc4c(cc3c2n1)COC(C)(C)C4	5%	2%	-2	1	4	nt	1%	13%	-9	2%
CCOc1ccc(NC2OC(CO)C(O)C(O)C2O)c([N+](=O)[O-])c1 (configuration not stated)	-8%	3%	11	1	-3	2%	0%	-5%	5	-4%
CC1(C)Cc2ccccc2-c2nnc(-c3ccccn3)n21	1%	-2%	11	3	5	11%	11%	-1%	19	-3%
CC(/C=N/n1c(-c2ccccn2)n[nH]c1=S)=C\c1ccccc1	-4%	-1%	4	4	-1	9%	?	-1%	-9	0%
CSc1ccc(/C=C2\CCn3c2nc2cc(C(=O)O)ccc2c3=O)cc1	15%	5%	14	3	-19	-6%	0%	12%	1	17%
COc1ccccc1-c1ocnc1C(=O)N1CCN(C(=O)C(c2ccccc2)c2ccccc2)CC1	10%	-1%	-2	0	-1	-7%	-13%	8%	-13	-1%
COCCN=C1NN=C(c2cc(C)n(CC3CCCO3)c2C)CS1 (configuration not stated)	-4%	-3%	11	0	10	-18%	6%	12%	13	-4%
NS(=O)(=O)c1cc(C(=O)NCC2CCCCC2)ccc1Cl	0%	5%	-3	-1	-1	10%	13%	20%	-4	3%
CC(=O)N1CCN(S(=O)(=O)c2ccc(S(=O)(=O)NC3CC3)cc2)CC1	0%	3%	-1	0	-6	1%	-1%	-21%	-15	0%
COCCCN1C(=O)C(=O)/C(=C(/O)c2ccc(OC)cc2)C12C(=O)N(C)c1ccccc12 (configuration not stated)	8%	-5%	3	0	2	1%	1%	14%	5	14%
CCOc1cc(C(=O)Nc2ccccc2N2CCOCC2)ccc1OCC(=O)N1CCOCC1	11%	1%	-6	0	-13	2%	-19%	15%	-1	6%
COc1ccc(NC(=O)CCCc2ccccc2)c(OC)c1	5%	0%	-11	-1	-8	1%	?	3%	9	-4%
O=C(CC1NCCc2ccccc21)Nc1ccccc1Cl (configuration not stated)	1%	1%	2	3	8	-1%	14%	-2%	21	4%
O=C(C1=C[C@@H](c2csc3ccccc23)C[C@@H](OCCCCO)O1)N1CCN(Cc2ccc3c(c2)OCO3)CC1	3%	-5%	nt	-1	-2	1%	?	-16%	nt	-3%
CN(C)S(=O)(=O)c1cccc(NC(=O)C2Cc3ccccc3CN2C(=O)c2ccccc2)c1 (configuration not stated)	0%	-2%	-4	6	-4	-1%	?	5%	13	-4%
CC(=O)N1c2ccc(S(=O)(=O)NCCc3ccccc3)cc2CC1C (configuration not stated)	1%	-1%	9	0	-15	0%	2%	-3%	1	-9%
Cc1ccccc1N1CC(c2nc3ccccc3[nH]2)CC1=O (configuration not stated)	9%	1%	-4	-22	-4	2%	-3%	9%	3	2%
O=C1CC(c2cccc([N+](=O)[O-])c2)c2ccc3ccccc3c2N1 (configuration not stated)	2%	3%	-18	1	-7	2%	-1%	3%	-1	-8%

Sorted by the number under TCR activator (rising): 3 from the list above.
compound,TCR activator
O=C(N/N=C/c1ccc(O)cc1)NC12CC3CC(CC(C3)C1)C2,-2%
O=C1CC(c2cccc([N+](=O)[O-])c2)c2ccc3ccccc3c2N1 (configuration not stated),2%
CC1(C)Cc2ccccc2-c2nnc(-c3ccccn3)n21,11%

The list continues:
SMILES	A-T KAP1 phos	USP2a block	KCNH2 WT inh	TRPV1 agonist	TSHR antag	TCR activator	ELG1 repair inh	Eya2 phos inh	KCNH2 3.1 inh	Mito fusion yeast
CC(C)(C)c1ccc(C2(C)NC(=O)NC2=O)cc1 (configuration not stated)	2%	0%	-2	2	-2	11%	13%	-8%	6	4%
CCCCN1C(=O)C(=O)N(CC(=O)Nc2cc(S(=O)(=O)N(C)C)ccc2C)C1=O	27%	-5%	3	0	2	-5%	-2%	10%	12	-1%
Cc1ccc(-c2cc(C(F)(F)F)n3ncc(C(=O)N4CCCc5ccccc54)c3n2)cc1	-3%	0%	-23	23	-9	0%[46.1 µM]	16%	-10%	0	0%
Cc1ccccc1NC(=O)CSc1cn[nH]n1	2%	2%	-8	0	-11	4%	8%	-19%	-15	3%
CC1CC(N(C(=O)c2ccco2)c2ccccc2)c2ccccc2N1 (configuration not stated)	1%	2%	4	2	-5	0%	0%	0%	-4	14%
COC(=O)c1ccc(S(=O)(=O)c2ccccc2)c(N)c1	7%	2%	-11	-2	5	4%	0%	17%	-1	-1%
O=c1[nH]c(NCCO)nc2ncn(Cc3ccccc3)c12	0%	0%	22	-4	0	1%	10%	3%	1	1%
NNC(=O)C1=NOC2COC3(CCN(c4ncccn4)CC3)OCC12 (configuration not stated)	3%	3%	2	-2	-6	1%	7%	15%	8	6%
CCC(C)NC(=O)c1ccc(NC(=O)CC2SC(N3CCCCC3)=NC2=O)cc1 (configuration not stated)	-14%	-1%	2	0	4	5%	13%	-16%	-15	0%
Cc1cc[n+]2cc(-c3cccc([N+](=O)[O-])c3)c(-c3cccc([N+](=O)[O-])c3)cc2c1	-2%	0%	-4	1	11	3%[46.1 µM]	-17%	1%	-2	0%
COc1ccccc1CNC(=O)COC(=O)CNS(=O)(=O)c1ccc(NC(C)=O)cc1	-1%	0%	-3	-4	10	-5%	19%	6%	-2	-1%
CC1CN(C(=S)Nc2ccc(Cl)cc2)CC(C)O1 (configuration not stated)	15%	1%	-14	-2	-18	-4%	7%	-7%	-2	-13%
O=C(c1ccco1)N1CCN(c2c([N+](=O)[O-])nn(-c3ccc(Cl)cc3)[n+]2[O-])CC1	2%	-6%	17	3	-7	-3%	-1%	14%	-11	3%
CC(=O)Nc1cccn(Cc2c(Cl)cccc2Cl)c1=O	-2%	2%	1	3	5	0%	-6%	-7%	19	2%
CCOC(=O)Nc1ccc2c(c1)N(C(=O)CCN1CCN(CCO)CC1)c1ccccc1CC2	6%	-2%	1	3	0	nt	7%	-14%	10	-1%
COc1ccc(-n2c(SCC(=O)Nc3sc4c(c3C#N)CCCC4)nnc2-c2ccc(O)cc2)cc1	-2%	3%	-1	5	4	5%	18µM*	12%	2	-2%

Structures above that have fluorine, in the order listed:
SMILES	A-T KAP1 phos	USP2a block	KCNH2 WT inh	TRPV1 agonist	TSHR antag	TCR activator	ELG1 repair inh	Eya2 phos inh	KCNH2 3.1 inh	Mito fusion yeast
COc1ccc2[nH]c(=O)c(CN(CC3CCCO3)C(=O)Nc3ccc(F)cc3)cc2c1 (configuration not stated)	13%	-1%	0	24	-27	-8%	7.3µM*	-11%	1	5%
O=c1oc2c(-c3cccc(F)c3)cc(O)cc2s1	3%	5%	-6	0	8	-6%	-5%	6%	-3	-2%
Cc1ccc(-c2cc(C(F)(F)F)n3ncc(C(=O)N4CCCc5ccccc54)c3n2)cc1	-3%	0%	-23	23	-9	0%[46.1 µM]	16%	-10%	0	0%
